Glioma ERSR ind: qHTS for Inducers of the Endoplasmic Reticulum Stress Response (ERSR) in Human Glioma: qHTS | U87-MG GRP78 promoter luciferase reporter, 16 h | Potency, µM, without a hit: top-dose activation, most hits filed as activators | 420,000 tested, 0.02% active | AID 602332, 2012; note: potency is the fitted concentration of half-maximal effect; series mostly up to about 76 µM; % of control where 0% means no effect; nearly all actives have a fitted effect of over 35% in size
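ERSR induction read as luciferase luminescence (Bright-Glo, 10 min at room temperature) in stably transfected human U87-MG glioma cells exposed to compounds for 16 h, using GRP78 as sensor.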
POLH inh: qHTS for Inhibitors of Polymerase Eta; Potency, µM (top dose mostly 114 µM), for the others: at the highest dose activity change, negative = inhibition, hits mostly inhibitors; DNA polymerase eta (Homo sapiens), Q9Y253; recombinant Pol eta, fluorescent DNA replication assay; AID 588591, 2011; 390,000 tested, 1.2% active; note: potency is the fitted concentration of half-maximal effect; % is set by controls: 0 for no effect and ±100 for the full control effect
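Fluorescent replication assay: 50 nM final substrate added after a 15 min room-temperature compound preincubation with 10 nM enzyme. Signal taken at 0 min and again at 10 min.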
Pol kappa inh: qHTS for Inhibitors of Polymerase Kappa | purified Pol kappa, fluorescent DNA synthesis assay, 10 min | Potency, µM (doses to about 107 µM), for the others: top-dose activity, negative = inhibition, actives largely listed as inhibitors | 400,000 tested, 0.53% active; note: potency is the fitted concentration of half-maximal effect; % is set by controls: 0 for no effect and ±100 for the full control effect
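First, compounds were pin-transferred onto 10 nM Pol kappa. After 15 min at room temperature, substrate was added to 50 nM final. Fluorescence was then measured kinetically at 0 and 10 min.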
BLM inh: qHTS Assay for Inhibitors of Bloom's syndrome helicase (BLM); recombinant BLM DNA unwinding, fluorescence dequenching; AID 2528, 2010; 350,000 tested, 0.2% active; Potency, µM (top dose mostly 56.1 µM), for the others: at the highest dose activity change, negative = inhibition, most hits filed as inhibitors;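 note: potency is the fitted concentration of half-maximal effect; plate controls were vehicle for no effect and no enzyme for full effect; nearly all actives have a fitted effect of over 35% in size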
Anesthetic bind: qHTS Assay for Identification of Novel General Anesthetics; Potency, µM (titrated, usually from 77.5 µM), for inactives: at the top dose activity change, negative = displacement, actives largely listed as inhibitors; AID 485281, 2010; apoferritin/1-aminoanthracene competitive binding, fluorescence; 350,000 tested, 0.074% active; Ferritin light chain (Equus caballus), P02791; note: potency is the fitted concentration of half-maximal effect; % is set by controls: 0 for no effect and ±100 for the full control effect; nearly all actives have a fitted effect of over 20% in size
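In PBS, apoferritin at 10 uM is loaded with 1-AMA from a 50% saturated solution. After 10 min of compound exposure at ambient temperature, reduced 535 nm fluorescence indicates probe displacement.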
LDHA block: qHTS assay for inhibitors of human lactate dehydrogenase; L-lactate dehydrogenase A chain (Homo sapiens), P00338; 480,000 tested, 0.15% active; purified LDHA, NADH/diaphorase-resazurin fluorescence; stronger effect = lower value; AID 1347041, 2019; activity change, % (values are at about 110 or 230 µM); in the data active = activity change below about -30%; inconclusive = mostly about -25% to -30%;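 note: plate controls were DMSO wells for no effect and wells without enzyme for full effect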
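Resorufin fluorescence (ex540/em590), read at 0 and 20 min after diaphorase/resazurin addition, reports the NADH left after a 5 min room-temperature reaction of 2 nM human LDH5 with 0.06 mM NADH and 0.2 mM pyruvate.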
POLB inh: qHTS Assay for Inhibitors of DNA Polymerase Beta. Pol beta primer extension/strand displacement, fluorescence kinetic. Potency, µM (highest dose often 114 µM), for the others: top-dose activity change, negative = inhibition, usual class: inhibitors. 340,000 tested, 1.3% active; note: potency is the fitted concentration of half-maximal effect; % is set by controls: 0 for no effect and ±100 for the full control effect
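Pol beta (10 nM) was preincubated with compound for 15 min at room temperature. The reaction was then started with 50 nM substrate and read immediately and after a further 10 min at room temperature.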
APE1 inh: qHTS Assay for Inhibitors of the Human Apurinic/apyrimidinic Endonuclease 1 (APE1) | DNA repair nuclease/redox regulator APEX1 (Homo sapiens), P27695 | recombinant APE1, TAMRA/BHQ-2 abasic DNA cleavage fluorescence | Potency, µM (top dose mostly 65.8 µM), for inactives: at the top dose activity change, negative = inhibition, hits mostly inhibitors | 350,000 tested, 0.35% active;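 note: potency is the fitted concentration of half-maximal effect; plate controls were vehicle for no effect and reference inhibitor for full effect; nearly all actives have a fitted effect of over 55% in size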
Target sequence (P27695 whole entry, looked up): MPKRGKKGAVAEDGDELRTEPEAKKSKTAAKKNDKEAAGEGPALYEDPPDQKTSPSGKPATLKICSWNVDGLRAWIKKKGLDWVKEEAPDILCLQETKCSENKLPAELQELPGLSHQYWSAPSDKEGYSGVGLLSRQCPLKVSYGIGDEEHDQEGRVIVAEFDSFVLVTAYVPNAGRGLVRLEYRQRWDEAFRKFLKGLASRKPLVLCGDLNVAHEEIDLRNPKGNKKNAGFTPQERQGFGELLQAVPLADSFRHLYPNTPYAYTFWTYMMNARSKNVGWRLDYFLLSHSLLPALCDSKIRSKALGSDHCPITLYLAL
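0.75 nM APE1 + cpd, 15 min RT; start w/ 50 nM TAMRA/BHQ-2 THF-abasic dsDNA; kinetic fluor 525/598 nm ×3 reads @60 s; Δ(read3−read1); normalized to DMSO and NSC13755 control wells.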
POLI inh: qHTS for Inhibitors of Polymerase Iota. DNA polymerase iota (Homo sapiens), Q9UNA4. Pol iota fluorescent replication assay, 10 min. Potency, µM (series often up to 115 µM), for the others: at the highest dose activity, negative = inhibition, actives largely listed as inhibitors. 390,000 tested, 1% active; note: potency is the fitted concentration of half-maximal effect
Target sequence (Q9UNA4 whole entry, looked up): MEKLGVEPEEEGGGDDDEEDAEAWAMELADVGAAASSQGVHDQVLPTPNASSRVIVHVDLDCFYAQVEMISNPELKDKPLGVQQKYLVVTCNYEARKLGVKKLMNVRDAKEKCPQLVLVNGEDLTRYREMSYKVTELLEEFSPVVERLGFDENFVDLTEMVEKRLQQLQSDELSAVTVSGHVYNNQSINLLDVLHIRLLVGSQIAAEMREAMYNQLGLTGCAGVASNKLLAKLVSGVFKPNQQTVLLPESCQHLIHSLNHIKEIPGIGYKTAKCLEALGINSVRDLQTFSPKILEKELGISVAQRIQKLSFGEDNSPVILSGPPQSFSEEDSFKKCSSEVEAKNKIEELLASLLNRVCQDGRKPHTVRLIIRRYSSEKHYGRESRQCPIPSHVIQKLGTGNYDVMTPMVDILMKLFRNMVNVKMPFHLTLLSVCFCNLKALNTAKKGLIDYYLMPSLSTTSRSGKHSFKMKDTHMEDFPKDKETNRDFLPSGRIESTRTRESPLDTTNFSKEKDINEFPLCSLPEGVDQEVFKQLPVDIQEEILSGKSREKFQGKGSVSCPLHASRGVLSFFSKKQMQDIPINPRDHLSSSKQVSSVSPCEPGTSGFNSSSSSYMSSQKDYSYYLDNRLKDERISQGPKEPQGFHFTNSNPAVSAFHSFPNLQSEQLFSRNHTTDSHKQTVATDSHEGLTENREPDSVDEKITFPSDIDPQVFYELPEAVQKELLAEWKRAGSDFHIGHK
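Pol iota at 10 nM preincubated 15 min with compounds at room temperature; reaction started with fluorescent substrate, 50 nM final. Fluorescence read kinetically at 0 and 10 min; buffer-only wells as negative control.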
Numbers without * were called inactive; ? = inconclusive; . = not tested or not shown; [ ] = another dose, or the depositor's remark. Unless noted, calls come from the whole dose curve; as a rule, active = well fitted curve in the direction sought with a large enough effect; inconclusive = small, poorly fitted or top-dose-only effect, or another doubt; inactive = no such curve, though single readings can be large; an effect the other way counts as inactive or inconclusive. A portion of the library, so the mix of outcomes need not match the whole.

SMILES	APE1 inh	Anesthetic bind	POLI inh	POLH inh	Glioma ERSR ind	BLM inh	POLB inh	LDHA block	Pol kappa inh
CCOC(=O)N1CCC(NS(=O)(=O)c2cc3c(cc2C)NC(=O)CO3)CC1	-2.7%	-4.0%	?	6.2%	-4.2%	-2.5%	19.2%	-0.9	-8.3%
CCn1c(-c2cccc(Br)c2)n[nH]c1=S	4.4%	2.7%	9.2%	-15.0%	-4.2%	-0.4%	-1.7%	-9.2	-16.5%
Cc1ccccc1OCC(=O)Nc1ccc(C(=O)OCc2cc(=O)n3ccsc3n2)cc1	.	53.2%[activator]	-7.1%	-4.1%	-4.1%	0.3%	?	-0.9	-16.7%[60.1 µM]
O=C(NC(=S)NNC(=O)c1ccco1)c1ccccc1	11.3%	-2.6%	43.5%[activator]	-18.6%	3.5%	-4.9%	-9.0%	-2.3	-12.6%
Cn1c(CO)cnc1SCc1ccc(Cl)cc1	-11.6%	-11.4%	15.4%	2.8%	3.3%	-0.7%	1.8%	-0.6	-0.5%
COc1cc(C)cc(C(=O)O)c1C1=C(O)c2cccc(O)c2C(=O)C1=O	35.5µM*	-0.5%	35.5µM*	15.8µM*	-3.0%	-10.7%	28.2µM*	11.3	50.1µM*
COc1ccc(NC(=O)CN(Cc2ccccc2)S(C)(=O)=O)cc1	1.7%	-15.8%	4.2%[58.9 µM]	-11.2%	-4.3%	1.9%	0.2%	-1.0	-7.1%
O=C(OCc1nnc(-c2ccc([N+](=O)[O-])cc2)o1)C1CCN(C(=O)c2ccc(F)cc2)CC1	0.4%	.	-18.9%	-10.0%	-3.9%	.	.	-4.4	-13.4%
N#CC1=C(N)Oc2c(ccc3ccccc23)C1c1ccsc1 (stereo not given)	-8.1%	-17.5%	62.9%[activator]	-12.8%	0.1%	-11.5%	2.6%	15.8	-9.0%
CCOc1ccccc1NC(=O)c1ccc(OCC)c([N+](=O)[O-])c1	1.5%	-14.3%	5.2%	-3.8%	-2.9%	-1.2%	14.6%	-10.6	-3.3%
COc1ccc(F)cc1S(=O)(=O)NC1CCCCCC1	26.4%	1.5%	-2.0%	0.3%	-4.6%	-1.6%	17.2%	-1.1	-12.2%
CC(=O)c1cc2c(cc1NC(=O)Cn1nc(-c3ccc(C)cc3)ccc1=O)OCO2	43.8%[activator]	1.6%	128.5%[activator]	-14.8%	-7.3%	-4.6%	18.5%	2.9	-14.5%
CCOC(=O)c1c(C)nc(C)c(C(=O)OCC)c1-c1cccnc1	-1.4%	-7.5%	-26.7%	-7.4%	0.2%	-3.6%	1.5%	-2.0	-0.5%
Cc1ccccc1-c1cc(C(=O)NCc2cccs2)nn1CC1CC(c2cccc([N+](=O)[O-])c2)=NO1 (stereo not given)	7.0%	.	?	-6.5%	-0.5%	.	.	-4.6	0.0%
CCC(C)NC(=S)Nc1ccccc1OC (stereo not given)	-0.1%	-8.5%	-0.9%	-17.7%	-0.6%	-0.6%	6.2%	-6.1	-15.1%

Next part
SMILES	APE1 inh	Anesthetic bind	POLI inh	POLH inh	Glioma ERSR ind	BLM inh	POLB inh	LDHA block	Pol kappa inh
N#C/C(=C\c1ccc(C(=O)O)cc1)c1ccccn1	-3.9%	-5.5%	15.0%	-12.5%	-0.3%	-5.3%	5.4%	-7.4	0.2%
CCc1cc(C(=O)Nc2ccc(OC)nc2)sc1C	12.9%	.	11.9%	-1.1%	6.6%	.	.	1.6	-7.5%
COc1cc(CNCCc2ccc(S(N)(=O)=O)cc2)ccc1OCC(=O)N1CCCCC1	7.9%	-13.2%	91.6%[activator]	-3.4%	-3.9%	-7.6%	15.0%	-4.2	-13.0%
CCN1CCN(c2ccc(S(=O)(=O)N3CCOCC3)cc2NC(=O)C(C)Oc2cccc(Cl)c2)CC1 (stereo not given)	-1.1%	.	7.4%	-0.4%	1.6%	.	.	-5.5	-1.9%
Nc1nnnn1/N=C/c1cccs1	1.3%	-2.7%	27.6%	-0.2%	0.3%	1.7%	6.4%	-6.1	-2.5%
COc1ccc(-c2nc3cnc(N4CCOCC4)nc3n(C)c2=O)cc1	-2.8%	.	.	.	0.6%	4.4%	.	.	0.1%[60.1 µM]
COc1cccc(-c2cncnc2NCCc2cnc[nH]2)c1	13.9%	-1.3%	.	.	-2.0%	-10.9%	.	.	0.9%[60.1 µM]
Cc1ccccc1NCc1nnc2n1CCCCC2	13.1%	-3.6%	-6.3%	-2.2%	-3.5%	-2.9%	-2.0%	1.5	-2.2%
O=C(CCCC(=O)OCC(F)(F)C(F)F)Nc1ccc(NC(=O)CCCC(=O)OCC(F)(F)C(F)F)cc1	?	-3.7%	17.7%	1.6%	-3.8%	2.7%	14.9%	-6.2	-2.1%
COc1ccc(-n2nc3ccc(NC(=O)c4c(OC)cccc4OC)cc3n2)cc1	.	25.9%	43.1%[activator]	-3.2%	2.1%	-1.8%	14.3%	0.9	3.9%
CC(=O)NC(Cc1c[nH]c2ccccc12)C(=O)NCCc1ccccc1 (stereo not given)	8.8%	-11.1%	-17.0%	-9.0%	-0.5%	-3.2%	20.3%	-19.8	-4.9%
COc1ccc(-c2noc(-c3cc(C(C)C)[nH]n3)n2)cc1	.	-11.7%	10.5%	1.5%	1.6%	-4.4%	?	-2.2	-20.7%
Nc1nonc1-n1nnc(C(=O)N/N=C/c2ccco2)c1-c1ccccc1	28.1%	7.0%	-14.9%	-17.1%	-4.5%	-3.0%	19.3%	-6.8	1.5%
COc1ccc(C(=O)Cc2cc(OC)c(OC)cc2[N+](=O)[O-])c(OC)c1	13.6%	-14.1%	23.2%	-8.7%	-1.1%	-1.4%	21.7%	0.7	-6.6%[60.1 µM]
CC(NCC(=O)Nc1cc(Cl)cc(Cl)c1)c1ccccc1 (stereo not given)	12.3%	-14.9%	?	-11.4%	-5.3%	-5.7%	-14.9%	-18.8	6.7%

Structures listed above printed as active in POLB inh.
SMILES,Anesthetic bind,POLI inh,POLH inh,Glioma ERSR ind,BLM inh,POLB inh,LDHA block,Pol kappa inh
COc1cc(C)cc(C(=O)O)c1C1=C(O)c2cccc(O)c2C(=O)C1=O,-0.5%,35.5µM*,15.8µM*,-3.0%,-10.7%,28.2µM*,11.3,50.1µM*

Carrying on.
SMILES	APE1 inh	Anesthetic bind	POLI inh	POLH inh	Glioma ERSR ind	BLM inh	POLB inh	LDHA block	Pol kappa inh
CCc1ccc(OCC(=O)Nc2ccc3c(c2)OCCO3)cc1	21.9%	7.1%	26.9%	-18.4%	-3.9%	-5.1%	15.8%	-2.8	2.5%
CCOCc1c(C(=O)NC2CCCCCC2)oc2ccccc12	14.6%	-12.7%	24.0%	-17.6%	-0.3%	-2.8%	17.0%	-5.7	1.6%
CN(Cc1ccccn1)Cc1nc(Cc2ccccc2Cl)no1	1.4%	-10.5%	62.1%[activator]	-16.7%	-2.3%	-3.8%	14.1%	-6.2	-1.8%
Cc1cc(F)ccc1NC(=O)CCS(=O)(=O)c1cc2c(cc1C)NC(=O)CO2	.	54.2%[activator]	15.9%	-0.6%	-2.4%	-0.6%	-2.0%	-4.8	-31.5%
C=CCOc1ccc2oc(=O)cc(C)c2c1	5.1%	-10.0%	3.1%	-19.9%	0.4%	6.4%	44.0%	-5.4	-5.5%
CC1(C)C2CCC1(C)C(OCC[N+](C)(C)CC(=O)OC1CCCCC1)C2 (stereo not given)	5.8%	-4.4%	7.0%	-9.3%	-0.5%	-3.3%	2.1%	2.2	0.5%
CC(=O)N1N=C(c2ccccc2)CC1c1cn(C)c2ccccc12 (stereo not given)	0.6%	-15.5%	6.5%	-13.6%	3.9%	-3.5%	-18.5%	-5.6	-8.1%
CN(C(=O)COC(=O)c1cc(Br)c(Br)s1)C1CCS(=O)(=O)C1 (stereo not given)	-0.1%	1.9%	-2.0%	-5.7%	-3.0%	-1.6%	70.7%	-0.6	-21.2%
CC(C)(C)CN1CCN(Cc2cc3ccccc3[nH]2)CC1CCO (stereo not given)	-8.5%	-9.3%	16.7%	-12.2%	-2.7%	1.1%	2.9%	2.1	8.1%
CCc1cccc2sc(N3CCN(C(=O)c4cc5ccccc5cc4OC)CC3)nc12	.	-12.4%	3.9%	-15.3%	-3.1%	-5.6%	-0.9%	-6.0	-11.1%[60.1 µM]
Fc1ccc(Br)cc1C1C=C(c2ccc(Br)s2)Nc2ncnn21 (stereo not given)	-1.4%	54.5%[activator]	?	28.2µM*	-2.6%	-11.9%	10µM*	13.9	-9.0%
O=C(COC(=O)C1CC1)Nc1ccc(S(=O)(=O)N2CCOCC2)cc1	17.0%	.	55.2%[activator]	-13.0%	-4.2%	.	.	-0.8	-2.8%
COc1ccc(/C=N/NC(=O)c2c(C)nnn2-c2nonc2N)cc1OC	4.3%	-8.8%	80.5%[activator]	-14.6%	-5.3%	-3.5%	88.7%	-3.6	-3.3%
COc1ccc(NC(=O)Nc2nc3ccccc3s2)cc1	?	6.5%	-10.9%	-14.7%	-0.5%	-5.5%	-14.7%	-4.5	-13.3%
COC(CNC(=O)c1cc(-c2ccncc2)nc2ccc(S(=O)(=O)N3CCOCC3)cc12)OC	2.3%	-1.9%	11.8%	-18.5%	-0.8%	-8.5%	39.6%	-5.3	-0.3%
O=C(O)c1ccc(NC(=O)c2cn(-c3ccccc3)nc2-c2ccccc2)cc1	18.9%	-3.0%	-1.2%	-5.6%	11.5%	-1.2%	12.4%	-1.0	-5.4%

A different layout for 2 compounds above.
Values run as follows: APE1 inh, Anesthetic bind, POLI inh, POLH inh, Glioma ERSR ind, BLM inh, POLB inh, LDHA block, Pol kappa inh
Nc1nonc1-n1nnc(C(=O)N/N=C/c2ccco2)c1-c1ccccc1
  28.1%, 7.0%, -14.9%, -17.1%, -4.5%, -3.0%, 19.3%, -6.8, 1.5%
COc1ccc(C(=O)Cc2cc(OC)c(OC)cc2[N+](=O)[O-])c(OC)c1
  13.6%, -14.1%, 23.2%, -8.7%, -1.1%, -1.4%, 21.7%, 0.7, -6.6%[60.1 µM]

Screens as filed in PubChem BioAssay.
